NPYLR7 ag: agonists of mosquito NPYLR7 receptor, primary screen, cell-based, Aedes aegypti, calcium fluorescence, mosquito biting behavior; Aedes aegypti neuropeptide Y-like receptor 7 (NPYLR7); HEK293T NPYLR7/Galpha15, GCaMP6s calcium fluorescence; activation, % at 10 µM; hit rate 0.15% among 270,000; AID 1259423, 2018; in the data active = activation above about 40%;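 note: 0% = vehicle and 100% = reference agonist at the receptor; some compounds past the cut are filed as inactive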
hcGAS lum: Primary biochemical luminescence assay for human cyclic GMP-AMP synthase inhibitors. Q8N884. recombinant h-cGAS, ATP depletion, Kinase-Glo luminescence. inhibition, % at 12.5 µM. hit rate 0.081% among 290,000;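 note: 0% = vehicle reaction and 100% = reaction without DNA for no activity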
Target sequence (Q8N884 whole entry, looked up): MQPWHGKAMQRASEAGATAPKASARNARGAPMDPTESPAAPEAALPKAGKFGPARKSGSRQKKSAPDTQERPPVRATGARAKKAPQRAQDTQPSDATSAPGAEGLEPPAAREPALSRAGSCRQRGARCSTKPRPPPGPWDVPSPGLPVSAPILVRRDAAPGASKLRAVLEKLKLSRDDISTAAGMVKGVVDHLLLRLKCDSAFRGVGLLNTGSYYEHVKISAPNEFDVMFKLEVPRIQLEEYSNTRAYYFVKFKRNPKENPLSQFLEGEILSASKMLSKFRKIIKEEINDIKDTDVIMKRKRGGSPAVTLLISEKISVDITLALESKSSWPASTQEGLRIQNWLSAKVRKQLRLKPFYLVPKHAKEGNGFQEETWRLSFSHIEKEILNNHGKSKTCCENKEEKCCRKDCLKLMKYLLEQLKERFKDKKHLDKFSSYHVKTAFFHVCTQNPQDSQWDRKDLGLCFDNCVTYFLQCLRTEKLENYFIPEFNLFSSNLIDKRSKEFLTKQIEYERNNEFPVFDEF
mcGAS lum: cyclic GMP-AMP synthase inhibitors, mouse, primary biochemical chemiluminescence; Q8C6L5; recombinant cGAS, Kinase-Glo ATP depletion luminescence; inhibition, % at 12.5 µM; hit rate 0.15% among 160,000;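 note: 0% = negative control wells and 100% = reference inhibitor with no enzyme activity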
Numbers without * were called inactive; · = no result given; & = joins results of further samples. Cut-off read from the data, not from the text of the source, unless noted: active = inhibition above about 40%; inactive = the rest. Rows were taken by chance. About 0.27% of those tested had a hit in this group.

SMILES	NPYLR7 ag	hcGAS lum	mcGAS lum
CC(C)CNc1ccc(S(=O)(=O)N2CCOCC2)cc1NC(=O)C1CCCCC1	-6	-8	-14
COCCCC1CCN(Cc2nc(-c3ccccn3)no2)CC1	-6	-5	·
Cc1ccc(CN2CCCN(c3ccccc3)CC2)o1	0	-3	-11
CCn1c(SCC(=O)Nc2cc(C)ccc2OC)nc2c(-c3ccccc3)c[nH]c2c1=O	-4	0	1
CCCc1ccc(C(=O)Nc2cc(C(N)=O)ccc2F)cc1	-5	3	-2
COc1cc2c(cc1O)C(c1cnn(-c3ccc(C)c(C)c3)c1)CC(=O)N2 (stereo not given)	9	-12	·
O=C(COC(=O)c1cc2c(s1)CCC2)c1ccc(Br)s1	-1	-10	·
O=C(CN1CCC(=O)N(C2CC2)Cc2cc(F)ccc21)c1ccc(N2CCCC2)cc1	8	-12	-4
CCc1ccc(S(=O)(=O)Nc2cccc(-c3csc4nc(C)c(C)c(=O)n34)c2)s1	-5	-4	-6
O=C(Nc1cccc(F)c1)N1CCC2(CC1)SCCN2C(=O)COc1ccccc1	-7	-5	-4
COc1cccc(N=CC(C#N)c2nc3ccccc3s2)c1 (stereo not given)	-1	-1	-6
COCCCN(Cc1ccc(OC)c(OC)c1)Cc1ccc(C(O)(c2cccc(F)c2)c2cccc(F)c2)o1	3	-6	-4
CC(c1cccnc1)N(C)C(=O)c1ccc(Cl)c(Cl)c1O (stereo not given)	-1	-5	·
COC(=O)c1ccc(CN2C(=O)C(C)ON=C2c2ncccc2C)o1 (stereo not given)	4	1	·
Cc1cc(C)c2c(CC(=O)N3CCCC(O)(CO)CC3)coc2c1C (stereo not given)	9	-5	·

Entries of single compounds from above. Order of values: NPYLR7 ag | hcGAS lum | mcGAS lum
COCCCC1CCN(Cc2nc(-c3ccccn3)no2)CC1 in the list: -6 | -5 | ·
COc1cccc(N=CC(C#N)c2nc3ccccc3s2)c1 (stereo not given) in the list: -1 | -1 | -6
COc1cc2c(cc1O)C(c1cnn(-c3ccc(C)c(C)c3)c1)CC(=O)N2 (stereo not given) in the list: 9 | -12 | ·

Carrying on:
SMILES	NPYLR7 ag	hcGAS lum	mcGAS lum
Cc1ccc(N(CC(=O)NC(c2ccccc2)c2ccccc2)S(=O)(=O)N2CCCC2)cc1	-10	-2	·
C[C@]1(CO)[C@H]2Cc3sc(NC(=O)c4ccnc(Cl)c4)nc3[C@@H](CC(=O)NC3CCCC3)[C@]2(C)CC[C@H]1O	-12	-5	-3
COc1cccc(CSc2nnc(CNC(=O)Nc3c(C(C)C)cccc3C(C)C)n2-c2ccc(Cl)cc2Cl)c1	14	-3	-4
COc1ccc(-c2noc(Cn3nc(C)c(C)c3C)n2)c(OC)c1OC	6	-4	·
Cc1nc2cc(Cl)c(Cl)cc2nc1C	6	-3	·
CCCCCc1ccc(C(=O)NC(C)c2nnc(SCc3cccc(OC)c3)n2-c2cc(Cl)ccc2Cl)cc1 (stereo not given)	-2	-9	-7
O=C(NC(Cc1ccccc1)c1ccccc1)C1CCCN1c1nc(Cc2ccc(Cl)cc2)ns1 (stereo not given)	6	-4	-4
Cn1ncc(C(=O)N2CCN(Cc3cc(=O)c(OCc4ccccc4Cl)co3)CC2)c1Cl	15	-3	-4
NC(=O)CSc1nnc(-c2ccc(Cl)cc2)n1CC1CCCO1 (stereo not given)	5	-4	-3
CN1CCc2cc(C(CNC(=O)Nc3cccs3)N3CCOCC3)ccc21 (stereo not given)	-8	-1	-6
CCCC(=O)N1CCCC1(C)C(=O)NCc1ccc(F)cc1Cl (stereo not given)	5	-19	-7
COCCCCNc1ccc(-c2nc(C)cc(=O)[nH]2)cn1	2	-8	-19
CC(=O)CCCCCC(=O)NCCCOc1cccc([N+](=O)[O-])c1	-1	-4	-3
CCN(CC)CC(O)COc1ccc(CNCCc2c(C)n[nH]c2C)cc1OC (stereo not given)	0	-8	·
CC(C)(NC(=O)c1cccs1)C(=O)NCc1cccnc1-n1ccnc1	0	-1	·

Part of the list above, with bars between the fields:
smiles | NPYLR7 ag | hcGAS lum | mcGAS lum
CN1CCc2cc(C(CNC(=O)Nc3cccs3)N3CCOCC3)ccc21 (stereo not given) | -8 | -1 | -6
CCCC(=O)N1CCCC1(C)C(=O)NCc1ccc(F)cc1Cl (stereo not given) | 5 | -19 | -7

(further entries)
SMILES	NPYLR7 ag	hcGAS lum	mcGAS lum
CCCCc1ccc(C(=O)N(CCCOCC)CC(=O)N(Cc2ccccc2)Cc2ccc(C)s2)cc1	4	-7	-6
Cc1cccc(C2CC2C(C)NC(=O)C2CC(=O)N(C)C2)c1 (stereo not given)	1	-3	-5
CCC(=O)NCC(=O)OCc1csc(-c2ccccc2Cl)n1	-1	-8	-15
CCCn1nc(C)cc1NC(=O)c1cccc(CN2CCC(=O)NCC2C)c1 (stereo not given)	0	-4	·
CCOC(=O)C1CCN(C(c2cccc(F)c2)C2Sc3nc(C)nn3C2=O)CC1 (stereo not given)	-2	-10	·
CC(C)c1cccc(C(C)C)c1-n1c(COc2ccccc2)n[nH]c1=S	3	-6	-4
c1cnn(CC2(CNC3CCN(c4ccc5c(c4)OCO5)CC3)CC2)c1	-3	0	·
COc1ccc(N2C(=O)CSC2c2ccccc2C(F)(F)F)cc1 (stereo not given)	15	-2	-3
O=C(CC1(O)C(=O)Nc2ccccc21)c1ccccc1 (stereo not given)	4	6	-8
CN1CCN(c2nc(C3=C(c4c[nH]c5ccccc45)C(=O)NC3=O)c3ccccc3n2)CC1	-1	-13	-13
CCOc1ccc(-c2nc(CN3N=NC4C(=O)N(c5ccc(C)c(Cl)c5)C(=O)C43)c(C)o2)cc1 (stereo not given)	6	-3	-7
Cc1cc(C(O)c2ncc(-c3ccc(Cl)cc3)[nH]2)ccc1F (stereo not given)	2	-9	·
Cc1nc(C)c(C(=O)N2C[C@H]3OC(=O)N(Cc4ccccn4)[C@H]3C2)s1	7	-6	-18
CCOC(=O)C1=CN(c2ccc(OCC)cc2)C=C(C(=O)OCC)C1c1ccc(C(F)(F)F)cc1	2	-1	-5
Cc1nn(CC(C)C)c(Cl)c1/C=C/C(=O)O	-8	3	·
CCOC(=O)c1[nH]c2ccccc2c1NC(=O)/C=C/c1cc(OC)c(OC)c(OC)c1	1	4	-2
CN1CCOc2ccc(NS(=O)(=O)c3cccc4ccccc34)cc2C1=O	5	4	·
Cc1ccc(OCc2cc(C(=O)N(C)Cc3csc(-c4ccccc4)n3)no2)cn1	3&-3	-3&1	1
COCCN(CC(=O)N(CCc1ccccc1)Cc1ccc(C)o1)C(=O)Nc1cccc(Cl)c1	1	3	-2
CCc1nc2ccc(C(=O)NCc3ccc(OC)cc3)cn2c1N(CC)CC(=O)N(C)C	2	4	3
O=C(N=c1sccn1Cc1ccc(C(=O)O)o1)c1cccc(C(F)(F)F)c1	10	1	·
COc1cc2c(cc1-c1cccnc1)OCC(C)(C)CC2CO (stereo not given)	2	2	-9
CCCCn1nc(C(=O)N2CCN(c3ccc(C#N)cn3)CC2)ccc1=O	4	-3	·
CC(C)CCn1c(CN2CC(C)CC(C)C2)nc2c1c(=O)n(C)c(=O)n2C (stereo not given)	0	-5	-8
CCc1ccccc1NC(=O)CCc1c(C)nn(-c2nc(C)cc(=O)[nH]2)c1C	12	-5	·
CC(C)(C)c1nnc2sc(SCC(O)=C(C#N)c3nc4ccccc4[nH]3)nn2c1=O	-1	-2	·
COCCN1CCC(Cn2ccnc2-c2ccc(NC(C)=O)cc2)C1 (stereo not given)	-4	-12	-15
O=C(CN1CCc2sccc2C1c1cccc(F)c1)N1CCN(C(=O)c2cc(C(F)(F)F)cc(C(F)(F)F)c2)CC1 (stereo not given)	-5	5	-2
CC1CN(C(=O)c2cc3c(=O)n4ccccc4nc3s2)CC(C)O1 (stereo not given)	-4	-1	·
Cc1cccnc1-c1ccc2c(c1)CC(CNC(=O)c1ccccc1)O2 (stereo not given)	28	-6	-8
Cc1cc(C(=O)N(Cc2ccco2)c2nc3c(F)cccc3s2)nn1C	10	-4	·
CCCC(NC(=O)CCc1nnc(-c2ccc(-c3ccccc3)cc2)o1)c1ccccc1 (stereo not given)	-7	3	2
Cc1ccc(F)c(NC2CCCN(C(=O)c3ccc([N+](=O)[O-])cc3)C2)c1 (stereo not given)	5	-4	·
CCCCN(CC(=O)N(Cc1ccccc1)Cc1cccn1Cc1ccc(F)cc1)C(=O)CCc1ccccc1	·	5	1
Cc1csc(C2(NC(=O)CCc3ccsc3)CCCC2)n1	10	-10	·
O=C(Nc1ccc(-c2nc3ccccc3o2)cc1)c1cccs1	-4&-4	-7&5	-5&-1
CCOc1ccccc1CNC(=O)c1c(C)noc1-c1ccc(C(C)(C)C)cc1	-3	-9	-8
CC1CN(C(=O)c2cnn(-c3ccc(Cl)cc3)c2)C(C)CO1 (stereo not given)	4	-3	·
Cc1ccc(OCC2CN(C(=O)c3cnc(C)cn3)CCO2)cc1 (stereo not given)	11	-14	-6
COCCN(CC1CN(Cc2cccc(C)c2)CC1c1ccccc1OC)C(=O)COC (stereo not given)	·	-3	-5
COc1cc(Cl)ccc1OCc1cc(C(=O)NCCCSC)no1	-3	1	·
Cc1csc(SCc2cc(=O)c(OC(=O)c3cccc(Br)c3)co2)n1	-5	-6	-4
CCc1ccc(C(=O)N(Cc2ccco2)C2CCS(=O)(=O)C2)cc1 (stereo not given)	14	-9	·
COc1cc(-c2ccc(=O)n(CC(=O)Nc3cccc(C)c3)n2)cc(OC)c1OC	7	-3	·
COc1cccc(-c2cc(CNC(=O)c3ccc(S(=O)(=O)N(C)C)cc3)no2)c1	2	-12	-7

Two records drawn at random from the list so far:
SMILES	NPYLR7 ag	hcGAS lum	mcGAS lum
COc1cccc(N=CC(C#N)c2nc3ccccc3s2)c1 (stereo not given)	-1	-1	-6
Cc1nc2cc(Cl)c(Cl)cc2nc1C	6	-3	·

Further compounds
SMILES	NPYLR7 ag	hcGAS lum	mcGAS lum
CCOC(=O)c1ccc2c(c1)nc(SCc1ccccc1C#N)n2Cc1cccc(F)c1	-7	-7	-7
CCOc1ccccc1CN1C(=O)C2(SC(NC(C)=O)=NN2C(C)=O)c2ccccc21 (stereo not given)	0	1	-4
CCN1CCN(C(c2cccc(OC)c2)C2Sc3nc(C)nn3C2=O)CC1 (stereo not given)	12	-4	·
CN(Cc1cccc(Cl)c1)C(=O)c1cc(CN2CCCC(O)C2)on1 (stereo not given)	4	-1	·
CN(Cc1cccnc1)Cc1nc2ccccc2c(=O)[nH]1	1	-15	·
Cn1c(Cn2c(=O)sc3ccccc32)nnc1SCc1ccc(Br)cc1	7	-3	·
COc1cc2c(cc1OC)C(CNC(=O)Nc1ccc(C)cc1)N(Cc1ccccc1F)CC2 (stereo not given)	4	0	-5
O=C(NCc1cn2ccccc2n1)c1cc2c([nH]c1=O)CCCC2	4	-10	·
CNC(=O)c1ccc(NC(=O)N2CCc3sccc3C2)cc1Cl	7	-4	·
COc1ccc(Nc2nc(Cl)nc(NC3CCCC3)n2)cc1	-4	0	0
Cc1ccccc1NC(=O)N1C[C@@H](O)[C@H](NCCc2ncccc2C)C1	13	-6	·
C=CCNC(=O)COC(=O)c1c(-c2cccs2)csc1NC(C)=O	0	-14	·
COc1ccc(-c2cnoc2-c2ccc(O)cc2O)cc1	6	-6	·
COc1cccc(C2NC(=O)NC(C)=C2C(=O)Nc2ccccc2Cl)c1 (stereo not given)	1	-1	-7
COCCCn1ccc2nc3ncnn3c(-c3ccccc3)c2c1=O	3	-9	·
CC(C)CNC(=O)C1(C)CCCCCN1C(=O)c1cc(C#N)cs1 (stereo not given)	4	-14	-7
N#Cc1ccsc1NC(=O)C1=NN(Cc2ccc(F)cc2)C(=O)CC1	0	-7	-6
COc1ccc2c(c1)CCCN2CC(=O)NCc1ccc(S(N)(=O)=O)cc1	9	-5	·
O=C(N1CCc2ccc(S(=O)(=O)NCCN3CCCCCC3)cc2C1)C(F)(F)F	-6	-2	-1
Cc1ccc(Cn2nnc3c(=O)n(CC(=O)c4ccccc4)cnc32)cc1	7	-3	·
CCCc1nc(N2CCN(C(=O)c3cccc([N+](=O)[O-])c3)CC2)c2cnn(-c3ccccc3)c2n1	·	-13	-10
CN(C(=O)c1ccc(S(=O)(=O)C(F)(F)F)cc1)C1C2CC3CC(C2)CC1C3 (stereo not given)	2	3	·
O=C(c1csc(CSc2nnc(-c3cccnc3)n2-c2ccccc2)n1)N1CCc2ccccc2C1	3	-7	-5
COc1ccc(CCN(C(=O)CCC(=O)O)C2CC(=O)N(c3ccccc3)C2=O)cc1 (stereo not given)	-1	-1	-7
O=C(CSc1nc2c(c(=O)n1-c1ccc(F)cc1)SCC2)NCCc1ccccc1	0	-2	-8
CNC(=O)CCNS(=O)(=O)c1ccc(F)cc1	1	-6	·
Cn1ccnc1SCc1cc(=O)c(OC(=O)c2ccc(S(=O)(=O)N3CCCCC3)cc2)co1	-3	-3	0

Taken from above.
mcGAS lum, `O=C(N1CCc2ccc(S(=O)(=O)NCCN3CCCCCC3)cc2C1)C(F)(F)F` : -1
hcGAS lum, `COc1ccc2c(c1)CCCN2CC(=O)NCc1ccc(S(N)(=O)=O)cc1` : -5
mcGAS lum, `CCCc1nc(N2CCN(C(=O)c3cccc([N+](=O)[O-])c3)CC2)c2cnn(-c3ccccc3)c2n1` : -10
NPYLR7 ag, `CNC(=O)CCNS(=O)(=O)c1ccc(F)cc1` : 1

Assay outcomes: PubChem, Fisher Drug Discovery Resource Center
